High-throughput results from PubChem.
AMA1 RON2 block: inhibitors of Plasmodium falciparum AMA1-RON2 interaction; AlphaScreen AMA1-biotinylated RON2 peptide binding; Potency, µM (highest dose often 58.2 µM), for the others: at the top dose activity change, negative = inhibition, hits mostly inhibitors; 360,000 compounds, 0.2% hits;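 further: potency means the concentration at half of the fitted maximal effect; 0% = vehicle wells and -100% = peptide control; nearly all actives have a fitted effect of over 45% in size; some results filed as inactive show a strong effect at the top dose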
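AMA1 (3D7) with his tag at 25 nM final met compounds first, then biotinylated RON2 peptide at 25 nM; detection used donor plus acceptor beads, 10 µg/mL apiece, read by AlphaScreen after 30 min at room temperature.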
Shiga toxin inh: blocks Shiga toxin action in Vero cells; Vero cells, Shiga toxin protein synthesis inhibition reporter; 290,000 compounds, 9.2% hits; AID 2315; inhibition, % at 38.7 µM; in the data active means inhibition mostly above about 28%, no sharp cut-off; inactive means mostly below about 43%; further: 0% is about no effect
HCMV inh: inhibitors of human cytomegalovirus; AID 1259415; 410,000 compounds, 4.5% hits; HFF cells, HCMV-luciferase reporter, 72 h; hits give low values; activity change, negative = inhibition, % at 57.5 µM; in the data active means activity change below about -60%; inconclusive means no clear call, values can overlap the other calls; inactive means above about -39%; further: on the % scale 0 is the no-effect control and ±100 the full control effect
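Luciferase read-out from HCMV-luciferase-infected HFFs (MOI 1 PFU/cell) 72 h post infection at 37C; compounds added after 16 h cell attachment; activity normalized between buffer-only basal and Salinomycin (10uM) inhibitor controls.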
Giardia FBPA inh: Giardia lamblia aldolase inhibition; A8B2U2; purified Giardia FBPA; 290,000 compounds, 0.71% hits; Potency, µM (titrated, usually from 59.6 µM), for inactives: at the highest dose activity, negative = inhibition, hits mostly inhibitors; further: potency means the concentration at half of the fitted maximal effect; on the % scale 0 is the no-effect control and ±100 the full control effect; nearly all actives have a fitted effect of over 55% in size
Target sequence (A8B2U2 whole entry, looked up): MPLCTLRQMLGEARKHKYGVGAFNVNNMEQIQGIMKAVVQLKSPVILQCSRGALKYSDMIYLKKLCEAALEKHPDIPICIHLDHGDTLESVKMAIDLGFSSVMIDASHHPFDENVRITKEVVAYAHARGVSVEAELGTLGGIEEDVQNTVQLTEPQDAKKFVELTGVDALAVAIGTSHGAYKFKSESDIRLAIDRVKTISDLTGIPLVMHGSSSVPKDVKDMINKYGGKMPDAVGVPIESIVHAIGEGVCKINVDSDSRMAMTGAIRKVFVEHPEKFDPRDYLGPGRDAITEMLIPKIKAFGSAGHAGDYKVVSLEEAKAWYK
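40 nM FBPA preincubated 10 min at RT with compound (up to 57.5 uM final), then substrate plus GAPDH/TPI/NAD/arsenate coupling and diaphorase/resazurin added. Fluorescence read after 20 min at RT, 525/598 nm.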
AmpC no deterg: AmpC beta-lactamase inhibition without detergent. P00811. AmpC nitrocefin hydrolysis, absorbance 480 nm, 0.0001% Triton. Potency, µM (titrated, usually from 57.1 µM), without a hit: at the highest dose activity change, negative = inhibition, most hits filed as inhibitors. 330,000 compounds, 0.52% hits. AID 485341;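 further: potency means the concentration at half of the fitted maximal effect; plate controls were no compound for no effect and no enzyme for full effect; nearly all actives have a fitted effect of over 20% in size; some results filed as inactive show a strong effect at the top dose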
Target sequence (P00811 whole entry, looked up): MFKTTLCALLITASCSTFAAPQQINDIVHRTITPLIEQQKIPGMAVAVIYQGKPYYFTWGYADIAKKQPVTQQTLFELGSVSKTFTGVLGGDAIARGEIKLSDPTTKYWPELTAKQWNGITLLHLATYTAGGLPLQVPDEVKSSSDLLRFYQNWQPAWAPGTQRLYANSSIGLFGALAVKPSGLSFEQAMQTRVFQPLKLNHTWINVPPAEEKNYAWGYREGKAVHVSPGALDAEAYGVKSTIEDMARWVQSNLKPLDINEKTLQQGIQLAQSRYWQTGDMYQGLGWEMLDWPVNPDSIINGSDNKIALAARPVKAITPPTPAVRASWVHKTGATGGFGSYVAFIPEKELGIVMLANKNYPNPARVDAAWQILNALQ
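AmpC (5.3 nM in the dispensed reagent) in 20 mM phosphate pH 7.0 with 0.01% (detergent screen) or 0.0001% Triton X-100 was preincubated with compounds for 15 min at room temperature. Nitrocefin was then added from an 800 uM solution, and hydrolysis was followed at 480 nm.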
Cycloheximide cs: affects cycloheximide protein synthesis inhibition readout, counter-screen | cell reporter, cycloheximide protein synthesis inhibition counterscreen | 300,000 compounds, 12% hits | max response, %; in the data active means max response mostly above about 13%, no sharp cut-off; inactive means mostly below about 14%; further: read at 38.3 µM for the half of the compounds with a filed dose; 0% is about no effect
AmpC inh detg: blocks E. coli AmpC beta-lactamase in detergent assay. 370,000 compounds, 0.041% hits. AmpC hydrolysis of nitrocefin, absorbance 480 nm, 0.01% Triton. Potency, µM (titrated, usually from 114 µM), without a hit: at the highest dose activity change, negative = inhibition, actives largely listed as inhibitors. P00811. AID 485294;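 further: potency means the concentration at half of the fitted maximal effect; 0% = no-compound wells and -100% = no-enzyme wells; nearly all actives have a fitted effect of over 25% in size; some results filed as inactive show a strong effect at the top dose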
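AmpC (5.3 nM in the dispensed reagent) in 20 mM phosphate pH 7.0 with 0.01% (detergent screen) or 0.0001% Triton X-100 was preincubated with compounds for 15 min at room temperature. Nitrocefin was then added from an 800 uM solution, and hydrolysis was followed at 480 nm.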
Starred values were filed as active, the others as inactive; ? = inconclusive; . = not tested or not shown; & = joins results of further samples; ! = not confirmed by another sample; [ ] = remark or other dose. Unless noted, the call rests on the fitted dose curve; in most records, active means well fitted curve in the direction sought with a large enough effect; inconclusive means small, poorly fitted or top-dose-only effect, or another doubt; inactive means no such curve, though single readings can be large; an effect the other way counts as inactive or inconclusive.

item	mol	AMA1 RON2 block	Shiga toxin inh	HCMV inh	Giardia FBPA inh	AmpC no deterg	Cycloheximide cs	AmpC inh detg
1	COc1ccccc1N1CCN(CC(=O)Nc2ccc(C)c(F)c2)CC1	-2%	-8	13	-4%[12.9 µM]	142%[activator]	2	-11%
2	CO/N=C(/C)CCS(=O)(=O)c1ccccc1	-5%	-10	?	3%	-13%	6	-13%
3	COc1ccc(NC(=O)CN(C)C(=O)c2cccc(Oc3ccccc3)c2)cc1	-2%	.	?	.	-3%	.	-6%
4	COC(=O)c1sc(S(=O)(=O)Nc2c(C)nn(C)c2C)c(C(=O)OC)c1C	-8%	.	-15	.	-19%	.	-16%
5	O=C(OCC(=O)N1CCCc2ccccc21)c1ccc(Br)o1	-3%	-3	-9	-2%	2%	9	-7%
6	Cc1ccc(NCCC(=O)c2ccc(Cl)cc2)cc1	-4%	9	-31	?	-22%	-3	1%
7	C=C1CCN(Cc2ccc(OC)cc2)S(=O)(=O)c2ccccc21	.	-6	.	-27%	.	13	.
8	Cc1ccc(SC[C@H](C)CN2CC[C@H](C(C)(C)C)CCC2=O)cc1	-1%	4	-32	1%	65%[activator]	-2	?
9	COC(=O)c1ccc2c(=O)n(-c3ccccc3)c(SCN3C(=O)c4ccccc4C3=O)nc2c1	-8%	-10	?	1%	-22%	2	-2%
10	COC(=O)Nc1sc2c(c1C(N)=O)CCC(C)C2 (stereo not drawn)	0%	-3	-39	8.9µM*	-21%	-2	-4%
11	CCCCCCCN1C=CC(=O)CC1	-2%	-9	-1	11%	57%	-4	6%
12	NC(=O)[C@@H]1CCCN1Cc1nc(Cc2ccccc2F)no1	3%	-4	?	5%	-1%	-1	2%
13	O=C(CNS(=O)(=O)c1ccc(Br)cc1Cl)OCC(=O)N1CCCC1=O	3%	.	3	.	-2%	.	-9%
14	C=CC#CC1(O)CC(C)[N+](C)(C)CC1C (stereo not drawn)	14%	12	40	1%	-1%	-2	4%
15	Cc1ccc(OCC(O)CN2CCOCC2)c(C)c1 (stereo not drawn)	-3%	.	-1	-28%	58%	31*	1%
16	Cc1ccc(C(=O)Cn2nnc(-c3cccs3)n2)cc1	1%	79*	15	0%	-59%	32*	-3%
17	CCc1nnc(NC(=O)CSc2nc3[nH]ncc3c(=O)[nH]2)s1	-2%	-12	21	-4%	-10%	-1	12%
18	Oc1ccccc1N=Nc1nc(-c2ccccc2)c(-c2ccccc2)[nH]1	?	14	-107*	?	-32%	-2	-2%
19	Cn1cc(Cl)c(C(=O)NC2CCCC2)n1	7%	16	26	0%	-7%	-1	?
20	CCN(CC)S(=O)(=O)c1cc(NC(=O)C(C)N2CCc3ccccc32)ccc1C (stereo not drawn)	-20%	9	?	-14%	-32%	20	-13%
21	O=C(CCNC(=O)Cn1ccc2ccccc2c1=O)NCCN1CCc2ccccc2C1	-7%	12	-3	?	12%	-2	-10%
22	COc1cccc(C(=O)N(Cc2ccc3c(c2)OCO3)Cc2nc3ccccc3c(=O)[nH]2)c1	0%	30	-8	-10%	-15%	8	?
23	Cc1ccc(S(=O)(=O)Nc2cccc(C(=O)NCC(c3ccccc3)N(C)C)c2)cc1F (stereo not drawn)	-10%	.	-13	.	0%	.	-1%
24	O=C(O)CNS(=O)(=O)c1ccc(-c2ccccc2)cc1	.	-5	.	15%	-27%	-7	?

Results in HCMV inh and Shiga toxin inh, for 4 of the compounds above:
cpd	SMILES	HCMV inh	Shiga toxin inh
12	NC(=O)[C@@H]1CCCN1Cc1nc(Cc2ccccc2F)no1	?	-4
11	CCCCCCCN1C=CC(=O)CC1	-1	-9
17	CCc1nnc(NC(=O)CSc2nc3[nH]ncc3c(=O)[nH]2)s1	21	-12
3	COc1ccc(NC(=O)CN(C)C(=O)c2cccc(Oc3ccccc3)c2)cc1	?	.

The listing continues:
item	mol	AMA1 RON2 block	Shiga toxin inh	HCMV inh	Giardia FBPA inh	AmpC no deterg	Cycloheximide cs	AmpC inh detg
25	Cc1nc(SCc2c(F)cccc2Cl)n[nH]1	17%	24	14	-12%	-15%	15*	-14%
26	CCC1=Nc2cc(C(=O)NCCCOC(C)C)ccc2Sc2ccccc21	-4%	-18	3	1%	87%[activator]	-2	-5%
27	O=C(NCC1CCCO1)Nc1cccc(Cl)c1 (stereo not drawn)	3%	27*	-26	-1%	-34%	17*	1%
28	CCCCc1nnc(NC(=O)c2oc3ccccc3c2C)s1	12%	.	-7	.	2%	.	-12%
29	CCCOc1cccc(C(=O)NCCCNC(=O)c2cccnc2)c1	21%	-9	-9	8%	0%	-2	-3%
30	CCOc1ccccc1-n1nnnc1SC(C)C(=O)OC (stereo not drawn)	-5%	-13	-13	0%	-13%	4	5%
31	COC(=O)C(C)Sc1nnc(Cc2cc(=O)[nH]c(=O)[nH]2)n1-c1ccc(OC)cc1 (stereo not drawn)	-4%	-10	?	-5%	-5%	1	?
32	O=[N+]([O-])c1nn(-c2ccc3c(c2)OCCO3)n(O)c1=NCCC1=CCCCC1	?	49	1	-5%	-27%	25*	-4%
33	CC(Oc1ccccc1)C(=O)Nc1ccc(C(N)=O)cc1 (stereo not drawn)	-5%	1	8	7%	-13%	10	-1%
34	CC1CC(C)CN(CCCNC(=O)CC2Oc3ccccc3NC2=O)C1 (stereo not drawn)	11%	-18	-11	-3%	-13%	-5	?
35	CC(C)OCCCNc1ccc(N2C(=O)CCCC2=O)cc1[N+](=O)[O-]	1%	4	-28	-8%	1%	-1	-5%
36	CCN(c1ccccc1)S(=O)(=O)c1ccc(C(C(=O)OC)C(=O)OC)c([N+](=O)[O-])c1	-20%	11	15	-4%	25%	-2	-9%

Single values from the entries so far.
CCCOc1cccc(C(=O)NCCCNC(=O)c2cccnc2)c1 in AmpC no deterg = 0%
O=[N+]([O-])c1nn(-c2ccc3c(c2)OCCO3)n(O)c1=NCCC1=CCCCC1 in Giardia FBPA inh = -5%
CC1CC(C)CN(CCCNC(=O)CC2Oc3ccccc3NC2=O)C1 (stereo not drawn) in Giardia FBPA inh = -3%

Remaining list, next part.
item	mol	AMA1 RON2 block	Shiga toxin inh	HCMV inh	Giardia FBPA inh	AmpC no deterg	Cycloheximide cs	AmpC inh detg
37	O=c1oc(CCO)cc2ccccc12	19%	.	-17	.	-6%	.	.
38	O=C1C(Br)=Cc2cccc3cccc1c23	?	8	-8	-19%	-23%	7	-2%
39	CCn1cnc2c([N+](=O)[O-])c(NS(=O)(=O)c3ccc(C)cc3)ccc21	-11%	.	-10	.	-8%	.	-3%
40	CN1CCN(CCCN2c3ccccc3Sc3ccc(Cl)cc32)CC1	16µM*!	-19&-8	-29	?	225%&159%&103%[activator]	-5&-9	-6%&-18%&2%
41	Cc1ccc(C(=O)Nn2c(N)c(S(=O)(=O)c3ccc(C)cc3)c3nc4ccccc4nc32)cc1	-4%	-20	18	4%	-38%	-2	2%
42	COc1cc(C=O)ccc1OCCCOc1ccccc1[N+](=O)[O-]	2%	64*	82	-7%	-5%	48*	-15%
43	O=C(O)CNS(=O)(=O)c1ccc2c(c1)CCCC2	-1%	20	21	5%	-26%	1	-1%
44	COc1ccc(C(OC(=O)c2ccco2)C(=O)NC2CCCCC2)cc1OC (stereo not drawn)	-2%	8	-29	4%	-12%	16	2%
45	Cc1cc(C)nc(NC(=O)c2cccs2)c1	-3%	.	38	-14%	-19%	21*	-15%
46	COc1ccccc1NC(=S)N/N=C/c1cccc(C)c1	20%	17	18	-2%	-38%	23*	?
47	O=C(CCc1ccccc1)Nc1cccc([N+](=O)[O-])c1	-7%	25	-20	-3%	-29%	16	-11%
48	O=C(CS(=O)(=O)Cc1ccccc1)N1CCc2ccccc21	-2%	15	21	7%	-18%	33*	-15%
49	COc1ccccc1CNC(=O)N1CCN(c2ccccc2)CC1	-15%	27	-28	4%	-1%	-2	-1%
50	N/C(=N\c1nc2ccccc2o1)NC(=O)c1ccccc1	102%[activator]	49*	88	5%	-21%	46*	?
51	CCOC(=O)c1c(C)[nH]c(C(=O)CSc2nnc(Nc3ccccc3F)s2)c1C	-4%[11.6 µM]	0	14	0%	-18%	16	4%
52	CCCn1c(=O)c(C(=O)Nc2cccc(C)n2)c(O)c2ccccc21	52%[activator]	.	72	-4%	0%	16	-12%
53	O=C(CSc1nnc(-c2ccccc2)c(-c2ccccc2)n1)Nc1ncc(Cl)cc1Cl	14%	34*	-9	5%	-33%	18*	-10%
54	O=C(Cn1cc(Cl)ccc1=O)c1ccc(Cl)cc1	-9%	-95	-37	1%	-16%	16*	0%
55	CNC(=O)CCCCC(=O)N/N=C/c1ccc(Cl)cc1Cl	-9%	-6	-15	5%	-4%	-5	0%
56	COc1ccc(/C=C/C(=O)Nc2ccc(S(=O)(=O)Nc3onc(C)c3C)cc2)cc1OC	-8%	-11	26	4%	-23%	-2	7%
57	O=C(N/N=C/c1ccco1)c1cccc(S(=O)(=O)Nc2ccccc2Cl)c1	-3%	14	4	-7%	-48%	-4	?
58	O=C(CC(=O)N/N=C\c1ccc(F)cc1)NCCc1ccccc1	33%[activator]	11	?	-22%	1%	-1	-9%
59	C=CCC1S/C(=N/N=C/c2cccs2)NC1=O (stereo not drawn)	90%[activator]	2	-17	-5%	-22%	-3	6%
60	Cc1nn(S(=O)(=O)c2ccccc2)c(C)c1Sc1ccc([N+](=O)[O-])cc1	1%	-8	-85*	-7%	-44%	-2	-1%

By substructure: those above with bromine
item	mol	AMA1 RON2 block	Shiga toxin inh	HCMV inh	Giardia FBPA inh	AmpC no deterg	Cycloheximide cs	AmpC inh detg
5	O=C(OCC(=O)N1CCCc2ccccc21)c1ccc(Br)o1	-3%	-3	-9	-2%	2%	9	-7%
13	O=C(CNS(=O)(=O)c1ccc(Br)cc1Cl)OCC(=O)N1CCCC1=O	3%	.	3	.	-2%	.	-9%
38	O=C1C(Br)=Cc2cccc3cccc1c23	?	8	-8	-19%	-23%	7	-2%
